RPL19A-GFP yeast: modulators of TOR pathway RPL19A-GFP in S. cerevisiae; AID 2025; S. cerevisiae RPL19A-GFP strain, flow cytometry, 3 h; hits give low values; 330,000 compounds, 0.3% hits; percent response vs DMSO, % at 10 µM;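 active = percent response vs DMSO below 50%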;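 also: median channel GFP fluorescence of the barcoded RPL19A-GFP strain; ratio of sample median GFP to plate DMSO average so 100% = DMSO; lower means less RPL19A-GFP as with rapamycin TOR inhibition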
CIT2-GFP yeast: yeast TOR pathway CIT2-GFP modulation | S. cerevisiae CIT2-GFP strain, flow cytometry, 3 h; 100 means same as DMSO wells | GFP response vs DMSO, % at 10 µM | 320,000 compounds, 0.065% hits | AID 2029;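 active = GFP response relative to DMSO above a set limit, near the screen mean plus 3 SD, cut at about 150% in these data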;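 also: ratio of well median GFP fluorescence to mean of DMSO wells on the plate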
proCasp7 act: counter-screen: procaspase-7 (human) activation | recombinant procaspase-7, Ac-DEVD-pNA absorbance 405 nm; D23A/D198A/D206A triple mutant, cannot self-cleave; scale: DMSO 0, 5 µM enzyme 100 | AID 463210 | activation, % at 8.5 µM | P55210 | 330,000 compounds, 0.093% hits;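 active = percent activation above the screen-wide mean plus 3 SD, cut at about 25% in these data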
Target sequence (P55210 whole entry D23A/D198A/D206A): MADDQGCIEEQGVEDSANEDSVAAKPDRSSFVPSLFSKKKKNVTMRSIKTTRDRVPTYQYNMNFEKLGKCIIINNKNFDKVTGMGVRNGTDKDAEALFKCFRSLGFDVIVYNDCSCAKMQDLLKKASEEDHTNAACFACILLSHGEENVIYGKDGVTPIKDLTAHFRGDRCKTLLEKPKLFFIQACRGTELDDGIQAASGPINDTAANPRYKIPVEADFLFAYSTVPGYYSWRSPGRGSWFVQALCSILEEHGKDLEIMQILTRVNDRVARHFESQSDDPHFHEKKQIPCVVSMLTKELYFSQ
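Test system: Procaspase-7 triple mutant (PC-7 D3A). Also added: Ac-DEVD-pNA substrate, 400 µM as added. Schedule: 1 h enzyme–compound preincubation and 2 h substrate reaction, both 25 °C. Signal: p-Nitroaniline absorbance at 405 nm, read at 0 and 120 min. Control set: low DMSO alone, high DMSO plus 5 µM PC-7.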
AGP1 TOR yeast: modulators of TOR pathway AGP1-GFP in S. cerevisiae | S. cerevisiae AGP1-GFP multiplex flow cytometry, 3 h; GFP as percent of DMSO wells | AID 2066 | 320,000 compounds, 0.02% hits | GFP response vs DMSO, % at 10 µM;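 active = GFP response relative to DMSO above a set limit, near screen average plus 3 SD, cut at about 150% in these data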;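 also: median GFP channel fluorescence of the gated AGP1 strain per well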
LAP4 TOR yeast: alters LAP4-GFP fluorescence in TOR pathway yeast screen; S. cerevisiae LAP4-GFP multiplex, flow cytometry GFP, 3 h; median GFP as percent of DMSO wells; GFP response vs DMSO, % at 10 µM; 320,000 compounds, 0.34% hits; AID 2023;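 active = GFP response vs DMSO above a set limit, about the screen mean plus 3 SD, cut at about 150% in these data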
procasp3 activ: activates human procaspase-3 | 330,000 compounds, 0.11% hits | AID 463141 | P42574 | recombinant procaspase-3 D3A, Ac-DEVD-pNA absorbance 405 nm | activation, % at 8.5 µM;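 active = activation above the mean of all tested compounds plus 3 SD, cut at about 21% in these data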;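 also: 0% = DMSO alone and 100% = DMSO wells spiked with extra 5 µM PC-3 D3A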
Target sequence (P42574 whole entry D9A/D28A/D175A): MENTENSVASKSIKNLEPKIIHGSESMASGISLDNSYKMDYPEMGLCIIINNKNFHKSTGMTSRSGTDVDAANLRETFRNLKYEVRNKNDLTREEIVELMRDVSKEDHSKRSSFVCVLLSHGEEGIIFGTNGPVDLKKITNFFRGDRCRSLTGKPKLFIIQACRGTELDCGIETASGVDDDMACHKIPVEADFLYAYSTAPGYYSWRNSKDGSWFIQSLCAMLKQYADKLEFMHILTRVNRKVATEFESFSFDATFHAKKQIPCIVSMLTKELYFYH
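Test system: Procaspase-3 D3A mutant; medium: Zinc-free HEPES/NaCl buffer with 0.01% Triton X-100 at pH 7.4; reagent: DEVD-pNA substrate; doses: one concentration, 8.5 µM nominal, 0.8% DMSO; times: 1 h preincubation plus 2 h reaction at 25 °C; signal: Epi-absorbance at 405 nm of released p-nitroaniline, 0 and 120 min; replicates: singlicate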
MEP2-GFP yeast: modulators of TOR pathway MEP2-GFP in S. cerevisiae; S. cerevisiae MEP2-GFP strain, flow cytometry GFP, 3 h; 100% = DMSO control level; 330,000 compounds, 0.51% hits; AID 2016; GFP response vs DMSO, % at 10 µM;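 active = GFP response versus DMSO above a set limit, roughly screen mean plus 3 SD, cut at about 180% in these data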;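 also: median GFP fluorescence of the barcode-gated MEP2-GFP cells per well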
AHR act: activates the human aryl hydrocarbon receptor. P35869. AHR-responsive luciferase reporter cells, luminescence. activation, % at 5 µM. 320,000 compounds, 2.5% hits. AID 2796; in the data active = activation above about 47%;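 also: 0% = vehicle wells and 100% = reference agonist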
* = called active by the depositor.

`CC1Sc2ccc(C(=O)O)cc2NC1=O` (stereo not drawn) gave RPL19A-GFP yeast 104, CIT2-GFP yeast 102, proCasp7 act -8, AGP1 TOR yeast 110, LAP4 TOR yeast 107, procasp3 activ 1, MEP2-GFP yeast 108 and AHR act -2.
For CCOC(=O)C1CCN(C(=O)c2ccc(N3CCCC3=O)cc2)CC1 the results were RPL19A-GFP yeast 98, CIT2-GFP yeast 105, proCasp7 act -1, AGP1 TOR yeast 105, LAP4 TOR yeast 101, procasp3 activ 2, MEP2-GFP yeast 107 and AHR act 0.
`Cc1cc(C(=O)N2CC(C)CC(C)C2)n(-c2ccccc2)n1` (stereo not drawn) gave RPL19A-GFP yeast 101, CIT2-GFP yeast 106, proCasp7 act 5, AGP1 TOR yeast 106, LAP4 TOR yeast 101, procasp3 activ 4, MEP2-GFP yeast 108 and AHR act -2.
For CCOC(=O)C1=C(C)NC(=O)NC1/C=C/c1ccccc1 (stereo not drawn) the results were RPL19A-GFP yeast 120, CIT2-GFP yeast 80, proCasp7 act 7, AGP1 TOR yeast 84, LAP4 TOR yeast 78, procasp3 activ -5, MEP2-GFP yeast 93 and AHR act 2.
Cc1cc(NC(=O)CCCN2C(=O)c3cccc4cccc(c34)C2=O)no1 was read as RPL19A-GFP yeast 106, CIT2-GFP yeast 103, proCasp7 act -5, AGP1 TOR yeast 115, LAP4 TOR yeast 121, procasp3 activ 0, MEP2-GFP yeast 112 and AHR act -1.
`COc1ccc(C2CC(c3cccs3)=NN2C(=O)CSc2nc3ccccc3s2)cc1` (stereo not drawn) gave RPL19A-GFP yeast 108, CIT2-GFP yeast 110, proCasp7 act 1, AGP1 TOR yeast 103, LAP4 TOR yeast 97, procasp3 activ -11, MEP2-GFP yeast 106 and AHR act 41.
For COc1ccc2[nH]cc(C(=O)CN3CC(C)CC(C)C3)c2c1 (stereo not drawn) the results were RPL19A-GFP yeast 102, CIT2-GFP yeast 107, proCasp7 act 1, AGP1 TOR yeast 102, LAP4 TOR yeast 94, procasp3 activ 6, MEP2-GFP yeast 102 and AHR act 6.
For CCCNCC(O)Cn1c2ccccc2n2c(=O)cc(C)c(C#N)c12 (stereo not drawn) the results were RPL19A-GFP yeast 107, CIT2-GFP yeast 97, proCasp7 act 7, AGP1 TOR yeast 102, LAP4 TOR yeast 104, procasp3 activ 8, MEP2-GFP yeast 108 and AHR act 4.
For COc1cccc(NC(=O)C2CC(=O)OC23CCOC(C)(C)C3)c1 (stereo not drawn) the results were RPL19A-GFP yeast 100, CIT2-GFP yeast 109, proCasp7 act 2, AGP1 TOR yeast 105, LAP4 TOR yeast 104, procasp3 activ 6, MEP2-GFP yeast 104 and AHR act -1.
O=[N+]([O-])c1ccc(N2CCCC2)cc1N1CCCC1 was read as RPL19A-GFP yeast 97, CIT2-GFP yeast 95, proCasp7 act -20, AGP1 TOR yeast 92, LAP4 TOR yeast 110, procasp3 activ -16, MEP2-GFP yeast 92 and AHR act 18.

Reprinted from above, three compounds:
`CC1Sc2ccc(C(=O)O)cc2NC1=O` (stereo not drawn) gave RPL19A-GFP yeast 104, CIT2-GFP yeast 102, proCasp7 act -8, AGP1 TOR yeast 110, LAP4 TOR yeast 107, procasp3 activ 1, MEP2-GFP yeast 108 and AHR act -2.
For CCOC(=O)C1CCN(C(=O)c2ccc(N3CCCC3=O)cc2)CC1 the results were RPL19A-GFP yeast 98, CIT2-GFP yeast 105, proCasp7 act -1, AGP1 TOR yeast 105, LAP4 TOR yeast 101, procasp3 activ 2, MEP2-GFP yeast 107 and AHR act 0.
`Cc1cc(C(=O)N2CC(C)CC(C)C2)n(-c2ccccc2)n1` (stereo not drawn) gave RPL19A-GFP yeast 101, CIT2-GFP yeast 106, proCasp7 act 5, AGP1 TOR yeast 106, LAP4 TOR yeast 101, procasp3 activ 4, MEP2-GFP yeast 108 and AHR act -2.

Other structures
For CCCOc1cccc(-c2cc(-c3n[nH]c(=S)n3CC)c3ccccc3n2)c1 the results were RPL19A-GFP yeast 94, CIT2-GFP yeast 91, proCasp7 act -5, LAP4 TOR yeast 103, procasp3 activ -7, MEP2-GFP yeast 103 and AHR act 19.
Screening CCOC(=O)N1CCN(C(=O)c2ccc(S(=O)(=O)Nc3cccc(C(F)(F)F)c3)cc2)CC1 returned RPL19A-GFP yeast 101, CIT2-GFP yeast 105, proCasp7 act -1, AGP1 TOR yeast 100, LAP4 TOR yeast 101, procasp3 activ -2, MEP2-GFP yeast 102 and AHR act 4.
Screening CCCc1cc(NC(=O)COC(=O)c2nccnc2N)n(-c2ccccc2)n1 returned RPL19A-GFP yeast 103, CIT2-GFP yeast 100, proCasp7 act 11, AGP1 TOR yeast 105, LAP4 TOR yeast 103, procasp3 activ 5, MEP2-GFP yeast 102 and AHR act 1.
Screening COc1cccc(NC(=O)Nc2cc(C(=O)NCC3CCCO3)ccc2N2CC3CC(C2)c2cccc(=O)n2C3)c1 (stereo not drawn) returned RPL19A-GFP yeast 98, CIT2-GFP yeast 111, proCasp7 act 7, AGP1 TOR yeast 100, LAP4 TOR yeast 98, procasp3 activ -4, MEP2-GFP yeast 107 and AHR act 1.
`Cc1cc(C)c2c(=O)n(CC(=O)Nc3ccc(Cl)cc3)sc2n1` gave RPL19A-GFP yeast 89, CIT2-GFP yeast 74, proCasp7 act -44, AGP1 TOR yeast 90, LAP4 TOR yeast 114, procasp3 activ -21, MEP2-GFP yeast 93 and AHR act 3.
`CC[C@@H]1[C@H]2CCCC(=O)N3CC[C@@H](C[C@@H]1OC(=O)NCc1ccccc1)[C@@H]23` gave RPL19A-GFP yeast 98, CIT2-GFP yeast 73, proCasp7 act 4, AGP1 TOR yeast 82, LAP4 TOR yeast 109, procasp3 activ 9, MEP2-GFP yeast 95 and AHR act 0.
`COc1ccc(C(=O)N/C(=C\c2ccccc2)C(=O)Nc2ccc(C(=O)NCC(=O)O)cc2)cc1` gave RPL19A-GFP yeast 96, CIT2-GFP yeast 105, proCasp7 act -3, AGP1 TOR yeast 95, LAP4 TOR yeast 84, procasp3 activ 7, MEP2-GFP yeast 102 and AHR act 1.
NS(=O)(=O)c1ccc(NC(=O)c2cccc(N3C(=O)c4ccccc4C3=O)c2)cc1 was read as RPL19A-GFP yeast 105, CIT2-GFP yeast 109, proCasp7 act -7, AGP1 TOR yeast 110, LAP4 TOR yeast 102, procasp3 activ -4, MEP2-GFP yeast 107 and AHR act 1.
`O=c1cnc2ccccc2n1Cc1ccc(Br)cc1` gave RPL19A-GFP yeast 98, CIT2-GFP yeast 92, proCasp7 act 7, AGP1 TOR yeast 92, LAP4 TOR yeast 100, procasp3 activ -2, MEP2-GFP yeast 102 and AHR act 1.
`COc1ccc(S(=O)(=O)N2CCC(C(=O)N3CCCCCC3)CC2)cc1` gave RPL19A-GFP yeast 99, CIT2-GFP yeast 92, proCasp7 act 2, AGP1 TOR yeast 106, LAP4 TOR yeast 96, procasp3 activ 4, MEP2-GFP yeast 95 and AHR act -4.
For CNC[C@H](CC1CCCCC1)NC[C@H](CO)NCC1(c2ccccc2)CC1 the results were RPL19A-GFP yeast 103, CIT2-GFP yeast 70, proCasp7 act 0, AGP1 TOR yeast 82, LAP4 TOR yeast 113, procasp3 activ -2, MEP2-GFP yeast 92 and AHR act 1.
Screening CCc1nnc(NC(=O)CN2CCN(CC)CC2)s1 returned RPL19A-GFP yeast 97, CIT2-GFP yeast 110, proCasp7 act 6, AGP1 TOR yeast 98, LAP4 TOR yeast 87, procasp3 activ -4, MEP2-GFP yeast 102 and AHR act 2.
For C(=C\c1ccccc1)/CSc1nnc(-c2ccncc2)n1Cc1ccco1 the results were RPL19A-GFP yeast 100, CIT2-GFP yeast 98, proCasp7 act -5, AGP1 TOR yeast 99, LAP4 TOR yeast 94, procasp3 activ -9, MEP2-GFP yeast 98 and AHR act -1.
Screening CC(C)(C)OC(=O)N/N=C/c1cccn1-c1ccc([N+](=O)[O-])cc1 returned RPL19A-GFP yeast 102, CIT2-GFP yeast 105, proCasp7 act 6, AGP1 TOR yeast 113, LAP4 TOR yeast 117, procasp3 activ -2, MEP2-GFP yeast 109 and AHR act 29.
CSc1nc2nccc(/C=C\c3ccccc3)n2n1 was read as RPL19A-GFP yeast 99, CIT2-GFP yeast 85, proCasp7 act -4, AGP1 TOR yeast 86, LAP4 TOR yeast 127, procasp3 activ -4, MEP2-GFP yeast 103 and AHR act 6.
Screening CCOCCc1nnc(NC(=O)c2ccc(OC)c(OC)c2)s1 returned RPL19A-GFP yeast 100, proCasp7 act 1, AGP1 TOR yeast 101, LAP4 TOR yeast 98, procasp3 activ -9, MEP2-GFP yeast 94 and AHR act 115*.
For O=C(Nc1nc(=O)c2ccccc2s1)c1ccccc1 the results were RPL19A-GFP yeast 100, CIT2-GFP yeast 99, proCasp7 act -38, AGP1 TOR yeast 100, LAP4 TOR yeast 106, procasp3 activ -21, MEP2-GFP yeast 102 and AHR act 7.
COc1ccccc1N1CCN(S(=O)(=O)c2cc(C(F)(F)F)cc(C(F)(F)F)c2)CC1 was read as RPL19A-GFP yeast 96, CIT2-GFP yeast 94, proCasp7 act -1, AGP1 TOR yeast 101, LAP4 TOR yeast 106, procasp3 activ 4, MEP2-GFP yeast 93 and AHR act -2.
Screening Cc1cccc(N=Cc2cc(Br)cc(Cl)c2O)c1 returned RPL19A-GFP yeast 79, CIT2-GFP yeast 80, proCasp7 act -8, LAP4 TOR yeast 145, procasp3 activ -6, MEP2-GFP yeast 89 and AHR act 5.
CC(=O)NN1C(=O)c2ccc(Oc3ccc4c(c3)C(=O)N(NC(C)=O)C4=O)cc2C1=O was read as RPL19A-GFP yeast 100, CIT2-GFP yeast 118, proCasp7 act 6, AGP1 TOR yeast 114, LAP4 TOR yeast 100, procasp3 activ 4, MEP2-GFP yeast 103 and AHR act 3.
For CCN(CC)N=Nc1ccc(S(N)(=O)=O)cc1 the results were RPL19A-GFP yeast 94, CIT2-GFP yeast 83, proCasp7 act 8, AGP1 TOR yeast 86, LAP4 TOR yeast 79, procasp3 activ -7, MEP2-GFP yeast 94 and AHR act 2.
Screening CC(OC(=O)c1ccc(Cl)nc1)C(=O)Nc1ccc(S(=O)(=O)N2CCCC2)cc1 (stereo not drawn) returned RPL19A-GFP yeast 97, CIT2-GFP yeast 106, proCasp7 act 2, AGP1 TOR yeast 101, LAP4 TOR yeast 97, procasp3 activ 6, MEP2-GFP yeast 104 and AHR act 1.
Screening COCc1nnc(NC(=O)C(C)C)s1 returned RPL19A-GFP yeast 96, CIT2-GFP yeast 107, proCasp7 act 0, LAP4 TOR yeast 100, procasp3 activ 3, MEP2-GFP yeast 97 and AHR act -1.
Screening Cc1ccc(C(C)NC(=O)c2cc3ccccc3oc2=O)cc1C (stereo not drawn) returned RPL19A-GFP yeast 106, CIT2-GFP yeast 101, proCasp7 act -11, AGP1 TOR yeast 105, LAP4 TOR yeast 94, procasp3 activ 3, MEP2-GFP yeast 106 and AHR act -2.
`O=c1[nH]c(-c2ccc(-c3cccc(Cl)c3)o2)nc2ccccc12` gave RPL19A-GFP yeast 96, CIT2-GFP yeast 95, proCasp7 act -20, AGP1 TOR yeast 100, LAP4 TOR yeast 106, procasp3 activ -14, MEP2-GFP yeast 103 and AHR act 8.

Compound activity deposited in PubChem BioAssay by several laboratories.
